Screening results from PubChem.
Platelet DG rel = platelet dense granule release activity; human platelet-rich plasma, SFLLRN dense granule ATP release, luminescence; inhibition, %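 (compounds screened at 7.5 µM in platelet-rich plasma)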; hit rate 0.22% among 300,000; AID 1663;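 active = mean replicate score, as percent of positive control, at or above 50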
GSK3beta inhib = human GSK3beta kinase inhibition; P49841; GST-GSK3beta kinase, ADP-Glo luminescence, 60 min; active compounds read low; activity score (negative = inhibition), % at 10 µM; hit rate 0.038% among 300,000; AID 2097;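 active = more than half of replicate wells score below -50%, meaning over 50% inhibition versus plate controls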;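 also: 0% = median DMSO wells and -100% = median GW8510 positive control wells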
Target sequence (P49841 whole entry, looked up): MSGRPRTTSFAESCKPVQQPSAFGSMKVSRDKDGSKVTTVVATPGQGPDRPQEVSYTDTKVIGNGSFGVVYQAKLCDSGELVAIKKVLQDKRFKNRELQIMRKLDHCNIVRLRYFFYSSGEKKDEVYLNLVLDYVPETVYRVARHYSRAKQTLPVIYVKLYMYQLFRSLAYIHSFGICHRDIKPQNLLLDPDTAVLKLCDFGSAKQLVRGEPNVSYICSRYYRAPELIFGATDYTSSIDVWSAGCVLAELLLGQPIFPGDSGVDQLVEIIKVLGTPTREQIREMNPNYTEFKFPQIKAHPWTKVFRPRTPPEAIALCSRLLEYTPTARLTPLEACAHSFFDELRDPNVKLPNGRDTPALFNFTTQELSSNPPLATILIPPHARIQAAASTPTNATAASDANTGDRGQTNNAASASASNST
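test system = GST-tagged human GSK3beta kinase, cell-free | reagent = 25 µM ATP with peptide substrate | dosing = one dose of 10 µM per compound | schedule = 60 min reaction, RT | detection = luminescent ADP-Glo measurement of ADP formed | control set = DMSO neutral wells and GW8510 at 20 µM as positive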
IEC-6 cytotox = kills IEC-6 intestinal cells in KLF5 counter-screen; IEC-6 cytotoxicity, luminescence viability; inhibition, % at 5 µM; hit rate 0.78% among 290,000; in the data active = inhibition above about 22%;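 also: 0% = plate median of test compound wells and 100% = cytotoxic reference compound wells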
GSK3 alpha inh = inhibitors of human GSK-3 alpha kinase; P49840; ADP-Glo luminescence, 60 min; inhibition, % at 10 µM; hit rate 0.1% among 320,000;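 in the data active = inhibition above about 50%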;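 also: GST-tagged GSK-3 alpha with peptide substrate and 25 µM ATP; 0% = DMSO neutral wells and 100% = GW8510 positive control wells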
Target sequence (P49840 whole entry, looked up): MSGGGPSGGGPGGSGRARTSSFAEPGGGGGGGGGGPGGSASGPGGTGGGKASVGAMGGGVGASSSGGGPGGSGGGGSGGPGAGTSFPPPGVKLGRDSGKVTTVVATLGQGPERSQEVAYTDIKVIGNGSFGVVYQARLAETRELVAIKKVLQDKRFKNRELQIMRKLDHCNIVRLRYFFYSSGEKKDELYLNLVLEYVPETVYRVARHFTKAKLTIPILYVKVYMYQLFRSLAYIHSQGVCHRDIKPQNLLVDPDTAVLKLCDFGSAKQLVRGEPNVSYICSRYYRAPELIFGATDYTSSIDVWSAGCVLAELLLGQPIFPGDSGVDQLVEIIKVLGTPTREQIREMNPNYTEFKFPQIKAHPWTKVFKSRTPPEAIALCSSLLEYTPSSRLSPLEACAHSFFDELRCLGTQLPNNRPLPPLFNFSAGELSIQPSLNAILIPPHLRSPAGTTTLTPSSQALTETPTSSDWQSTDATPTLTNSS
HSP90 refold inh = HSP90 refolding inhibition in rabbit reticulocyte lysate | luciferase refolding luminescence, 3 h | inhibition, % at 5.6 µM | hit rate 0.91% among 290,000 | AID 1789;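 active = inhibition above the screen-wide mean plus 3 SD, computed separately per campaign, cut at about 16% in these data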;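 also: 0% = DMSO wells and 100% = 60 µM geldanamycin wells; inhibitors lower the luminescence because luciferase stays unfolded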
KLF5 inh = suppresses KLF5 promoter-driven expression. DLD-1 KLF5 promoter-luciferase reporter, luminescence. inhibition, % at 5 µM. hit rate 0.23% among 290,000;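 active = inhibition above a per-plate limit of that plate's mean compound inhibition plus 3 SD, cut at about 60% in these data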;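 also: 0% = DMSO wells and 100% = LY294002 at 200 µM; higher means less KLF5 promoter-driven luciferase light; inactives centre near -14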
Dyrk1A ADPGlo = inhibitors of rat Dyrk1A kinase; ADP-Glo luminescence, NFATc1 peptide; inhibition, % at 12.5 µM; hit rate 0.43% among 310,000; in the data active = inhibition above about 50%;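 also: plate controls were vehicle with enzyme for no effect and no enzyme for full effect; many of its hits are not listed in these tables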
HSF-1 act = increases HSF-1 driven luciferase reporter signal | AID 504408 | NIH3T3-HGL HSF-1 luciferase reporter, MG132, 8 h; 100% = twice DMSO control signal | hit rate 1.7% among 300,000 | activation, % at 9 µM;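 active = mean replicate activation of at least 50% with a set share of replicates each reaching 50%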;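 also: 0% = median of the neutral control wells and 100% = twice that signal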
aSyn 5UTR inh = 5' untranslated region of α-synuclein, MLPCN primary screen; alpha-synuclein 5'UTR reporter, inhibitor activity; AID 1813; hit rate 0.82% among 300,000; inhibition, % (tested at 7.5 µM); in the data active = inhibition above about 60%;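 also: H4 neuroglioblastoma cells stably carrying SNCA 5'UTR luciferase fusion; 0% = DMSO wells and 100% = positive control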
HSF1 inh = HSF1 inhibition; hit rate 0.77% among 300,000; activity change, negative = inhibition, % at 7.5 µM (by protocol); NIH3T3-HGL HSE-luciferase, MG132-induced, luminescence 8 h; active compounds read low; AID 2098;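 active = more than half of replicate wells show activity change below -50%, luminescence cut by over half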;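 also: luciferase reports HSF-1 transcriptional activity via heat shock element; 0% = median of DMSO wells and -100% = zero luminescence signal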
Numbers without * were called inactive; · = no result given. Some of the compounds tested, so the mix of outcomes need not match the whole.

SMILES | Platelet DG rel | GSK3beta inhib | IEC-6 cytotox | GSK3 alpha inh | HSP90 refold inh | KLF5 inh | Dyrk1A ADPGlo | HSF-1 act | aSyn 5UTR inh | HSF1 inh
Nc1nc(-c2ccccc2)c(-c2ccccc2)n1N | 0 | 3 | 6 | 0 | -4 | -6 | 3 | 29 | -32 | 7
O=C(NCCc1c[nH]c2ccccc12)c1c(Cl)nc2sccn12 | -2 | -2 | -2 | 5 | -1 | -12 | 10 | 17 | -1 | 1
CCCC(=O)Nc1ccc(C#Cc2ccccc2)cc1 | 9 | -4 | 5 | 5 | -4 | -116 | -6 | 61* | -68 | 28
O=C1OC2(CCCC2)OC(=O)C1=Cc1c[nH]c2ccccc12 | 2 | -2 | 6 | 0 | -1 | -22 | -3 | -8 | 5 | 7
O=C(COC(=O)c1nc(Cl)ccc1Cl)NC1CCCCCC1 | -7 | 5 | · | 6 | · | · | · | 10 | 2 | 6
COc1cccc(NC(=O)c2ccnc(N3CCC(C(=O)NCc4cc(OC)ccc4OC)CC3)c2)c1 | 10 | 1 | 7 | 1 | 3 | -25 | 2 | -18 | 19 | -1
CC(=O)N/C(=C/c1cccnc1)C(=O)Nc1ccc(Cl)cc1 | -2 | -5 | · | -2 | · | · | 14 | 6 | 6 | -3
O=C(O)COCC(=O)Nc1ccc(-n2nc(C(F)(F)F)cc2-c2cccs2)cc1 | 10 | -2 | 4 | 5 | -2 | 2 | · | -15 | 5 | -8
O=c1[nH]c2cc3c(cc2cc1CN(Cc1ccc2c(c1)OCO2)Cc1nnnn1CC1CCCO1)OCO3 (stereo not drawn) | -7 | 2 | -3 | 0 | -2 | -15 | 1 | -4 | 9 | 5
CC(=O)c1cc(F)ccc1OCC(=O)N1CCCc2ccccc21 | 2 | 2 | 1 | -1 | -2 | -20 | 0 | 11 | 2 | 9
CC12c3ccccc3C(c3ccccc31)C1C(=O)N(Cc3cccnc3)C(=O)C12 (stereo not drawn) | 5 | 3 | -3 | 1 | -4 | 0 | 3 | 6 | 5 | -2
CC(C)(C)OC(=O)NCCCC[C@H](NC(=O)c1nc[nH]c1C(=O)NCC(=O)OCc1ccccc1)C(=O)OC(C)(C)C | -4 | -1 | -7 | -1 | -4 | -10 | 8 | -10 | -8 | 5
CCc1ccc(-c2nc(SCC(=O)NC3CCS(=O)(=O)C3)n[nH]2)cc1 (stereo not drawn) | -4 | -1 | · | 6 | · | · | 2 | 2 | -1 | 4
COc1cccc(NC(=O)Nc2ccc3c(c2)CCC3)c1 | 14 | 0 | 1 | -3 | -1 | -157 | 6 | 39 | -130 | 20
CCOC(=O)CCNc1n[nH]c(=O)[nH]c1=O | 23 | 4 | -4 | -1 | -2 | -14 | 5 | 1 | -1 | -2

Given as labelled records: part of the list above
> O=C(COC(=O)c1nc(Cl)ccc1Cl)NC1CCCCCC1
- Platelet DG rel = -7
- GSK3beta inhib = 5
- IEC-6 cytotox = ·
- GSK3 alpha inh = 6
- HSP90 refold inh = ·
- KLF5 inh = ·
- Dyrk1A ADPGlo = ·
- HSF-1 act = 10
- aSyn 5UTR inh = 2
- HSF1 inh = 6
> COc1cccc(NC(=O)c2ccnc(N3CCC(C(=O)NCc4cc(OC)ccc4OC)CC3)c2)c1
- Platelet DG rel = 10
- GSK3beta inhib = 1
- IEC-6 cytotox = 7
- GSK3 alpha inh = 1
- HSP90 refold inh = 3
- KLF5 inh = -25
- Dyrk1A ADPGlo = 2
- HSF-1 act = -18
- aSyn 5UTR inh = 19
- HSF1 inh = -1

New compounds follow
SMILES | Platelet DG rel | GSK3beta inhib | IEC-6 cytotox | GSK3 alpha inh | HSP90 refold inh | KLF5 inh | Dyrk1A ADPGlo | HSF-1 act | aSyn 5UTR inh | HSF1 inh
Cc1ccc(OCCC(=O)OCC(=O)NC(=O)NC2CCCCC2)cc1 | 1 | -1 | · | -1 | · | · | 2 | -8 | 3 | -2
CN1CCN(c2nc(-c3ccncc3)nc3ccccc23)CC1 | 1 | 1 | -5 | 9 | -3 | 12 | 4 | -6 | 5 | 4
C/C=C/c1cc(CN2CCN(c3ccc(OC)cc3)CC2)c(O)c(OC)c1 | -1 | -1 | 3 | 0 | -1 | -30 | 0 | 21 | 29 | 14
CCOC(=O)c1c(NC(=O)Cn2nc(C(=O)O)c3ccccc3c2=O)sc(CC)c1C | 1 | 0 | 0 | 0 | -2 | -11 | 3 | -4 | 19 | -6
Nc1ccc(SCc2nc3cccc4c3n2CCC4)cc1 | 3 | 1 | -4 | -2 | -2 | -44 | 1 | 10 | -99 | 10
Cc1cc(NC(=O)Cn2cnc3sc(C)c(-c4ccccc4)c3c2=O)no1 | -2 | 4 | 0 | · | 1 | -13 | 2 | 185* | 4 | 120
N#CC1=C(N)Oc2cc(N)ccc2C1C1CCCCC1 (stereo not drawn) | -3 | 1 | 2 | 0 | -2 | -34 | 2 | -1 | -89 | -3
CC(=O)Nc1ccc(NC(=O)CN2C(=O)COc3ccc(S(=O)(=O)N4CCCCC4)cc32)cc1 | 8 | -1 | -10 | 0 | 0 | -33 | 3 | -7 | 15 | 1
Cc1sc2ncn(CC(=O)N3CCC(C(N)=O)CC3)c(=O)c2c1S(=O)(=O)N1CCOCC1 | 1 | · | -5 | 1 | -3 | -6 | 12 | 6 | 1 | -2
O=C(NC(=S)Nc1ccc2[nH]c(=O)[nH]c2c1)c1ccccc1[N+](=O)[O-] | -4 | 0 | 2 | 3 | 0 | -4 | 0 | 1 | 14 | -4
COc1ccc(C2=NN(CCC(=O)NC3CCC(C)CC3)C(=O)CC2)cc1 (stereo not drawn) | 0 | 1 | 5 | -1 | 1 | -22 | 5 | 24 | -1 | -1
O=C(c1ccc2[nH]ccc2c1)N1CCCC(Nc2ccccc2)C1 (stereo not drawn) | 0 | 2 | 1 | · | 2 | -33 | -2 | 17 | -1 | -1
CCOC(=O)c1cc(NC(=O)/C=C\C(=O)O)ccc1Cl | -1 | 0 | -3 | -1 | -2 | -16 | 0 | 11 | 1 | -1
Cc1cc(C)cc(NC(=S)N2CCN(c3ncccn3)CC2)c1 | -3 | 2 | -2 | -3 | 1 | -27 | 4 | 2 | 15 | -2
CC(CC12CC3CC(CC(C3)C1)C2)NCc1ccccc1O (stereo not drawn) | 3 | -1 | 1 | · | 0 | -27 | -2 | 46 | -48 | 19
Nc1nc2c(nc(N3CCCCC3)n2[C@@H]2O[C@H](CO)[C@@H](O)[C@H]2O)c(=O)[nH]1 | 11 | 0 | -6 | -2 | 0 | -38 | -3 | 1 | 10 | -12
CCn1nc(NC(=O)Cc2ccc(OC)cc2)c2cc3cccc(C)c3nc21 | -5 | -16 | -3 | -2 | 1 | -2 | 8 | -8 | -17 | -10
CCOC(=O)N1CCN(C(=O)c2sc3nc(-c4ccc(F)cc4)cn3c2C)CC1 | -1 | 0 | 1 | 2 | 8 | -5 | -7 | -4 | -1 | -3
Cc1ccc(N(C(C)C(=O)Nc2ccc3c(c2)OCO3)S(C)(=O)=O)cc1 (stereo not drawn) | -1 | -3 | 5 | 0 | 2 | -14 | 4 | -7 | -5 | 0
CCNC(=S)Nc1ccc(Cc2nc3ccccc3[nH]2)cc1 | 2 | 2 | 0 | -1 | 4 | -23 | 2 | 12 | 1 | 0
O=C(CCC(=O)N1CCSc2ccccc21)Nc1ccc(F)cc1 | -3 | 1 | 1 | 0 | 3 | 14 | -3 | 4 | -18 | -2
COC(=O)c1ccc(/C=C(/NC(=O)c2ccccc2)C(=O)N2CCOCC2)cc1 | 3 | 0 | -8 | -4 | -4 | -25 | 4 | -4 | -10 | 0
COc1ccc(CCN2C(=O)CSC2=Nc2ccc(C(C)C)cc2)cc1OC | 1 | 3 | -4 | -2 | 1 | -7 | · | 6 | -8 | -2
OC(COc1ccc2ccccc2c1)Cn1ccnc1 (stereo not drawn) | 0 | 0 | -2 | -1 | 2 | -18 | -1 | 6 | -7 | 5
O=C(Nc1cnccc1C(F)(F)F)NC1CCCCC1 | -1 | -2 | -7 | 5 | 1 | -30 | 2 | 25 | 7 | 0
Cc1nnc(SCc2nc3scc(-c4ccccc4)c3c(=O)[nH]2)s1 | 4 | -1 | -3 | -1 | 1 | 6 | 6 | 2 | 1 | 2
Cc1ccc(NC(=O)c2cc(=O)c3ccccc3o2)c(C)c1 | -1 | 6 | 6 | -1 | 0 | -26 | 0 | 4 | -96 | -10
COc1ccc(S(=O)(=O)N2CCCC(C(=O)Nc3ccc(NC(=O)c4ccccn4)cc3)C2)cc1 (stereo not drawn) | 26 | 6 | 2 | -1 | 2 | -38 | -9 | 32 | -87 | 8
COc1ccc(C)cc1S(=O)(=O)NCC(c1ccco1)N1CCc2ccccc2C1 (stereo not drawn) | · | -7 | · | -1 | · | · | -3 | -6 | 5 | 1
Cc1ccc(S(=O)(=O)CC(=O)Nc2ncc([N+](=O)[O-])s2)cc1 | -6 | 1 | -12 | -4 | -6 | -11 | -3 | 7 | 5 | 0
CC(=O)c1ccc(N2C(=NC(=O)CCc3ccccc3)SC3CS(=O)(=O)CC32)cc1 (stereo not drawn) | -9 | -8 | -6 | -3 | -3 | -19 | 8 | -13 | -1 | 3
CC12CC(c3ccccc3O1)C(C(=O)N1CCOCC1)C(=O)N2 (stereo not drawn) | -6 | -2 | 1 | -1 | -1 | -1 | 3 | -8 | 25 | 4
CC(=O)NNC(=O)C(O)(c1ccccc1)c1ccccc1 | -3 | 0 | 9 | -1 | 2 | -7 | 7 | 3 | -14 | 5
Oc1cccc(/C=C/c2ccc3cccc(O)c3n2)c1 | 25 | 4 | 1 | -1 | 6 | -19 | -2 | -26 | -12 | -15
O=C(NCCCl)c1ccc(OCc2ccccc2)cc1Cl | -29 | 0 | -5 | 1 | -1 | -39 | -7 | 29 | -34 | 20
Cc1nc2[nH]c(=O)c3c(n2n1)NC1=C(C(=O)CC(C)(C)C1)C3c1ccc(F)cc1 (stereo not drawn) | 12 | -2 | 4 | 0 | -2 | -21 | 3 | -7 | -10 | 1
CCCOc1ccc([N+](=O)[O-])c(N)c1 | -1 | -1 | 3 | -1 | -2 | -25 | 3 | 11 | -4 | -1
COc1ccc(CCN(C)Cc2c(O)ccc3ccccc23)cc1OC | 16 | 1 | -8 | -1 | 1 | -36 | 0 | 2 | 6 | 16
CCOC(=O)C1(Cc2ccc(Cl)cc2)CCN(C(=O)c2sc(C)nc2C)CC1 | 10 | 4 | 2 | -1 | 2 | -20 | 3 | 15 | 18 | 0
CCOC(=O)c1c(C)n(C)c2ccc(OCC(O)CN3C(=O)c4ccccc4S3(=O)=O)cc12 (stereo not drawn) | 3 | -3 | -2 | -1 | 7 | -8 | 18 | · | · | ·
CC(=O)N1c2ccc(S(=O)(=O)NCC3CCC(C(=O)NCc4ccc(C)o4)CC3)cc2CC1C (stereo not drawn) | 0 | -1 | -2 | 0 | -7 | -5 | -2 | 5 | 22 | 7
Cc1ccc(/C=C/C(=O)Nc2ccc(O)c3c(=O)cc(-c4ccccc4Cl)oc23)cc1 | -2 | 3 | · | 2 | · | · | 2 | -55 | -3 | -41
CC(=O)Nc1cccc(N2C(=O)CC(Cc3ccccc3)C2=O)c1 (stereo not drawn) | 57* | 3 | -10 | 0 | 0 | -30 | -8 | 2 | -1 | -5
Cc1cc(C)nc(NC2=NCC(=O)N2c2ccccc2Br)n1 | 2 | 6 | 0 | -1 | 0 | -20 | -2 | -4 | -7 | 1
Cc1ccc(CC(=O)NNC(=O)c2ccncc2)cc1C | 6 | 3 | · | -4 | · | · | -6 | 0 | -11 | 0
